RGS4 inhibitor: Inhibitors of Regulator of G Protein Signaling (RGS) 4: qHTS; Regulator of G-protein signaling 4 (Homo sapiens), P49798; Transcreener GDP fluorescence polarization, RGS4-accelerated GTP hydrolysis; Potency, µM (doses to about 114 µM), for the others: at the top dose activity change, negative = inhibition, most hits filed as inhibitors; hit rate 0.039% among 390,000; AID 504845, 2011; further: potency means the concentration at half of the fitted maximal effect; on the % scale 0 is the no-effect control and ±100 the full control effect; nearly all actives have a fitted effect of over 75% in size; some results filed as inactive show a strong effect at the top dose
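MLSMR compounds (23 nl, pin-transferred) preincubated 10 min at room temperature with a 500nM (2x) first reagent, then RGS4 at 900nM (2x) plus Transcreener GDP mix added; fluorescence polarization (620/688 nm) read before and after 90 min at 30 °C.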
Vif-A3F inh: qHTS for Inhibitors of Vif-A3F Interactions: qHTS; HeLa A3F-eYFP + Vif (tagged APOBEC3F with the HIV-1 protein that degrades it), YFP fluorescence increase; Potency, µM (series often up to 46.1 µM), inactives show at the highest dose activity, negative = active; hit rate 0.2% among 390,000; AID 602313, 2012; further: potency means the concentration at half of the fitted maximal effect; % of control where 0% means no effect; nearly all actives have a fitted effect of over 65% in size
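Fluorescence increase (Ex 488/Em 500-530) after overnight compound treatment at 37 deg C flags inhibition of Vif-driven A3F-eYFP loss in stable HeLa A3F-eYFP/Vif cells seeded overnight beforehand.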
D2 antagonist: HTS Assay for Allosteric Antagonists of the Human D2 Dopamine Receptor: Primary Screen for Antagonists | D(2) dopamine receptor (Homo sapiens), P14416 | inhibition, % at 10 µM | hit rate 2% among 340,000 | HEK293 TREx D2 cells, calcium flux, dopamine EC80 | AID 485344, 2010; in the data active means inhibition above about 30%; further: 0% is about no effect
Target sequence (P14416 whole entry, looked up): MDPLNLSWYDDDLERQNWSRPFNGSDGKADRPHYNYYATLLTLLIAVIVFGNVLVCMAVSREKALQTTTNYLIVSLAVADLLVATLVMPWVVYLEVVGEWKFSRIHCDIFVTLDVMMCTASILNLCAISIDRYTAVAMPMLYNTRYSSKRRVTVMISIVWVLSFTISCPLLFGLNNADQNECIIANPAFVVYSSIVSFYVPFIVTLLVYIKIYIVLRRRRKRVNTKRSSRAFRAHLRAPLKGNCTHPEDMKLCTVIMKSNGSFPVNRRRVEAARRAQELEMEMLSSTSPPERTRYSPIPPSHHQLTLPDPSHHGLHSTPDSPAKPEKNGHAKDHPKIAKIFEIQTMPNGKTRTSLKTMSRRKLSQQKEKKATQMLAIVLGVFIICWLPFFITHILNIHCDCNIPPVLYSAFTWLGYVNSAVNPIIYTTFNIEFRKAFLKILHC
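Overnight-induced (tetracycline, 30 C) HEK293 T-REx cells carrying force-coupled D2 receive a no-wash calcium dye, then compound, then EC80 dopamine at 180 s; signals are read kinetically throughout.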
Glioma ERSR ind: qHTS for Inducers of the Endoplasmic Reticulum Stress Response (ERSR) in Human Glioma: qHTS | U87-MG GRP78 promoter luciferase reporter, 16 h | Potency, µM, without a hit: at the top dose activation, most hits filed as activators | hit rate 0.02% among 420,000 | AID 602332, 2012; further: potency means the concentration at half of the fitted maximal effect; series mostly up to about 76 µM; % of control where 0% means no effect; nearly all actives have a fitted effect of over 35% in size
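Stably transfected U87-MG human glioma cells carrying a GRP78-based luminescent sensor were seeded at 1000 cells/well, pin-dosed with compounds and incubated 16 h. Luciferase reagent was then added, and end-point luminescence was read after 10 min at room temperature.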
LDHA inh: qHTS assay for inhibitors of human lactate dehydrogenase | AID 1347041, 2019 | hit rate 0.15% among 480,000 | activity change, % (values are at about 110 or 230 µM) | L-lactate dehydrogenase A chain (Homo sapiens), P00338 | purified LDHA, NADH/diaphorase-resazurin fluorescence; active compounds read low; in the data active means activity change below about -30%; inconclusive means mostly about -25% to -30%;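 further: plate controls were DMSO wells for no effect and wells without enzyme for full effect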
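Enzyme activity of human lactate dehydrogenase 5 (2 nM; 0.06 mM NADH, 0.2 mM pyruvate, 5 min, RT) is measured via a resazurin/diaphorase fluorescence readout of residual NADH.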
D2 agonist: HTS Assay for Allosteric Agonists of the Human D2 Dopamine Receptor: Primary Screen for Agonists; HEK293 T-REx D2 cells, calcium flux agonist mode; D(2) dopamine receptor (Homo sapiens), P14416; AID 485358, 2010; activation, % at 2 µM; hit rate 0.53% among 340,000;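 active means activation over 3 SD above normal in the single-dose calcium agonist read, cut at about 30% in these data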; further: 0% is about no effect
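Tetracycline-induced HEK293 T-REx cells with force-coupled D2 receptor, plated overnight at 30 C, loaded with no-wash calcium dye. After a 10 s baseline, compound was pin-added and calcium flux read kinetically for 180 s; calcium rises flagged agonists.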
Vif-A3G inh: qHTS for Inhibitors of Vif-A3G Interactions: qHTS; HeLa A3G-eYFP + Vif (tagged APOBEC3G with the HIV-1 protein that degrades it), YFP fluorescence, overnight; Potency, µM (series often up to 46.1 µM), for the others: at the highest dose activity, negative = active, hits mostly inhibitors; hit rate 0.076% among 410,000; AID 602310, 2012;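 further: potency means the concentration at half of the fitted maximal effect; on the % scale 0 is the no-effect control and ±100 the full control effect; nearly all actives have a fitted effect of over 60% in size; hits raise eYFP signal because A3G escapes Vif-driven loss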
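HeLa cells stably expressing Vif and C-terminally eYFP-tagged A3G, seeded overnight at 37 deg C, then exposed to compound by pintool overnight at 37 deg C. Rise in yellow fluorescence (Ex 488/Em 500-530, Acumen) marks blocked Vif-driven A3G degradation.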
ERG Ets-DNA blk: qHTS for Small Molecule Inhibitors of the ERG Ets/DNA interaction; AID 624246, 2012; hit rate 0.028% among 370,000; fluorescence polarization, His-ERG Ets domain / labelled DNA; Potency, µM (doses to about 76.9 µM), inactives show at the top dose FP activity, negative = inhibition, hits mostly inhibitors; Transcriptional regulator ERG (Homo sapiens), P11308; active means well fitted inhibition curve with a large enough effect in the polarisation, with a control signal flat; inconclusive means small, poorly fitted or top-dose-only effect, or effect the other way, or a change in a side signal; inactive means no such curve, though single readings can be large or run the other way; the % refers to the polarisation;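 further: polarization taken with two DNA probes labelled with fluorescein and Texas red; potency means the concentration at half of the fitted maximal effect; % of control where 0% means no effect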
Target sequence (P11308 whole entry, looked up, the tested form may be a part): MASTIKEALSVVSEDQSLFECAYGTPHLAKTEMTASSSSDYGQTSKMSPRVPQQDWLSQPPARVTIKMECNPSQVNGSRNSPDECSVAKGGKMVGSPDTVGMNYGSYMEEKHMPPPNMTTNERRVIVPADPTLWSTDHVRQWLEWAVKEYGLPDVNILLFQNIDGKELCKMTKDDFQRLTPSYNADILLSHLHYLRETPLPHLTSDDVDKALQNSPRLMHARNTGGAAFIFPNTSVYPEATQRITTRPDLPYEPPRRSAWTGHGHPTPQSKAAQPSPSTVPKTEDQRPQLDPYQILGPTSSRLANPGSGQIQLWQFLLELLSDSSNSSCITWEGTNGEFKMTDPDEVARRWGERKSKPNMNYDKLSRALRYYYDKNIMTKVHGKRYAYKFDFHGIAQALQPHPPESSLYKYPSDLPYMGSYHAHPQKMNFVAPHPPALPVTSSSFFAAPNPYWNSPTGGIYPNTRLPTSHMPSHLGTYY
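His-tagged ERG Ets domain (1 uM in the protein solution; 300mM KCl, 50mM Tris-HCl, 1mM EDTA, 1mM DTT, pH 7.5) received compound, then a probe mix of 5 nM fluorescein-DNA and 100nM Texas-615-DNA. Fluorescence polarization was read for both dyes.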
ALOX12 inh: Primary qHTS assay for inhibitors of human arachidonate 12S-lipoxygenase (ALOX12): Round 2; Polyunsaturated fatty acid lipoxygenase ALOX12 (Homo sapiens), P18054; purified 12hLO, xylenol orange hydroperoxide absorbance; Potency, µM (doses to about 108 µM), inactives show top-dose activity change, negative = inhibition, actives largely listed as inhibitors; hit rate 1.1% among 580,000; further: potency means the concentration at half of the fitted maximal effect; on the % scale 0 is the no-effect control and ±100 the full control effect
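Purified human 12hLO at 150 nM in 25 mM Hepes, 0.01% Triton X-100, pH 7.0, preincubated 15 min at room temperature with compound. Reaction started with 40 uM arachidonic acid, 30 min at room temperature. Hydroperoxide measured by Fe-xylenol orange, 573/405 nm absorbance ratio.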
* = called active by the depositor; [ ] = another dose, or the depositor's remark. Unless noted, the call rests on the fitted dose curve; in most records, active means well fitted curve in the direction sought with a large enough effect; inconclusive means small, poorly fitted or top-dose-only effect, or another doubt; inactive means no such curve, though single readings can be large; an effect the other way counts as inactive or inconclusive. This is a subset; the hit share may differ from the screen's.

CCc1ccc(Nc2sc(C(=O)c3ccc(F)cc3)c(N)c2S(=O)(=O)c2ccccc2)cc1 was read as RGS4 inhibitor -12%, Vif-A3F inh 5%, Glioma ERSR ind -2%, LDHA inh -1, D2 agonist -0.7, Vif-A3G inh 1%, ERG Ets-DNA blk 3% and ALOX12 inh -12%.
O=C1CC(c2ccccc2)=C(c2ccccc2)C1 was read as RGS4 inhibitor -1%, Vif-A3F inh -24%, Glioma ERSR ind 3%, LDHA inh -5, Vif-A3G inh 0%, ERG Ets-DNA blk -13% and ALOX12 inh -21%.
O=C(NCc1nnnn1-c1ccc(F)cc1)C1CC(=O)N(c2ccc(F)cc2)C1 (configuration not stated) was read as RGS4 inhibitor 5%, Vif-A3F inh -1%, D2 antagonist 7, Glioma ERSR ind -5%, LDHA inh -3, D2 agonist 0.4, Vif-A3G inh 1%, ERG Ets-DNA blk 2% and ALOX12 inh -3%.
Screening COc1ccc(S(=O)(=O)n2c([N+](=O)[O-])cnc2C)cc1OC returned RGS4 inhibitor -26%, Vif-A3F inh 9%, D2 antagonist -16, Glioma ERSR ind -4%, LDHA inh 5, D2 agonist -1.0, Vif-A3G inh 0%, ERG Ets-DNA blk -3% and ALOX12 inh 0%.
`CCN(CC)S(=O)(=O)c1ccc(/C(O)=C(\C#N)c2nc3ccccc3n2C)cc1` gave RGS4 inhibitor 15%, Vif-A3F inh -10%, D2 antagonist -17, Glioma ERSR ind -3%, LDHA inh -16, D2 agonist 0.3, Vif-A3G inh -7% and ALOX12 inh 9%.
For CCCCn1cnc2c(sc3nc4c(cc32)CSC(C)(C)C4)c1=O the results were RGS4 inhibitor -26%, Vif-A3F inh 2%, D2 antagonist -9, Glioma ERSR ind 0%, LDHA inh 0, D2 agonist 0.4, Vif-A3G inh 1%, ERG Ets-DNA blk -16% and ALOX12 inh 5%.
Nc1ccc(C(=O)N/N=C\c2ccc(OC(=O)c3ccccc3Cl)cc2)cc1 was read as RGS4 inhibitor 6%, Vif-A3F inh 2%, D2 antagonist 33*, Glioma ERSR ind 0%, LDHA inh -14, D2 agonist 0.7, Vif-A3G inh -2%, ERG Ets-DNA blk 10% and ALOX12 inh 0%.
For Cc1ccc(NC(=O)COC(=O)CCc2nc3ccccc3n2-c2ccccc2)c(C)c1 the results were RGS4 inhibitor -18%, Vif-A3F inh 1%, D2 antagonist 0, Glioma ERSR ind -4%, LDHA inh 0, D2 agonist -0.9, Vif-A3G inh 1%, ERG Ets-DNA blk -11% and ALOX12 inh -16%.
CCc1ccc(NC(=O)C2=CC(c3ccc(OC)cc3)=NS(=O)(=O)N2C)cc1 was read as RGS4 inhibitor 17%, Vif-A3F inh 0%, D2 antagonist 8, Glioma ERSR ind -2%, LDHA inh -4, D2 agonist 0.5, Vif-A3G inh 0%, ERG Ets-DNA blk 9% and ALOX12 inh 20%.
For CCCNC(=O)NC(=O)COc1ccc(-c2ccc(C#N)cc2)cc1 the results were RGS4 inhibitor 10%, Vif-A3F inh 15%, D2 antagonist -1, Glioma ERSR ind -1%, LDHA inh -6, D2 agonist 3.1, Vif-A3G inh 4%, ERG Ets-DNA blk 2% and ALOX12 inh 34%[activator].
For FC(F)(F)c1nnc(-c2ccccc2)nc1Sc1ccc(Cl)cc1 the results were RGS4 inhibitor -8%, Vif-A3F inh -3%, Glioma ERSR ind -3%, LDHA inh -6, Vif-A3G inh 0%, ERG Ets-DNA blk -17% and ALOX12 inh -13%.
For COc1ccccc1N1CCN(C(=O)c2ccc3c(c2)N(Cc2cc(C)ccc2C)C(=O)c2ccccc2S3(=O)=O)CC1 the results were RGS4 inhibitor -10%, LDHA inh -9, D2 agonist -0.5, ERG Ets-DNA blk -6% and ALOX12 inh -17%.
For COc1ccc(CCNC(=O)Cn2nnc(-c3ccc(C(F)(F)F)cc3)n2)cc1OC the results were RGS4 inhibitor -8%, Vif-A3F inh -1%, Glioma ERSR ind -1%, LDHA inh -2, D2 agonist 0.0, Vif-A3G inh -1%, ERG Ets-DNA blk -1% and ALOX12 inh -26%.
For Cc1ccc2c(c1)c1c3n2CCN(CC(O)CNC(C)C)C3CCC1 (configuration not stated) the results were RGS4 inhibitor -21%, Vif-A3F inh 6%, D2 antagonist 1, Glioma ERSR ind -2%, LDHA inh 2, D2 agonist 1.1, Vif-A3G inh -4%, ERG Ets-DNA blk 7% and ALOX12 inh inconclusive.
Screening CC(=O)N[C@H]1[C@H](OC2CCCCC2)O[C@H](COC(C)=O)[C@@H](OC(C)=O)[C@@H]1OC(C)=O returned RGS4 inhibitor -3%, Vif-A3F inh -2%, D2 antagonist 12, Glioma ERSR ind -4%, LDHA inh -17, D2 agonist -2.9, Vif-A3G inh -4%, ERG Ets-DNA blk 0% and ALOX12 inh 4%.
For CSc1nc2[nH]c(=O)[nH]c2c(=O)[nH]1 the results were RGS4 inhibitor -1%, Vif-A3F inh 0%, Glioma ERSR ind -4%, LDHA inh -5, Vif-A3G inh 3%, ERG Ets-DNA blk 3% and ALOX12 inh -13%.
C1=CC2=NC34CCCCC3CC3=C(CCCC3)N4C2=CC1=NC1CCCCC1 (configuration not stated) was read as RGS4 inhibitor inconclusive, Vif-A3F inh 0%, Glioma ERSR ind -17%, LDHA inh 2, Vif-A3G inh -2% and ERG Ets-DNA blk -7%.
Screening COc1ccc(CN2C[C@H]3CON(C)[C@H]3C[C@H]2c2ccc(-c3ccccc3)cc2)cc1 returned Glioma ERSR ind -1%, LDHA inh 2, Vif-A3G inh 0% and ALOX12 inh -19%.
For COc1ccc(NC(=O)CSc2nnc(-c3ccco3)n2N)cc1Cl the results were RGS4 inhibitor 8%[56.9 µM], Vif-A3F inh -18%, D2 antagonist 4, Glioma ERSR ind 3%, LDHA inh -14, D2 agonist -0.2, Vif-A3G inh -1%, ERG Ets-DNA blk -4% and ALOX12 inh 15%.
`COc1ccc(CCNC(=O)CCCCCNC(=O)N2CCn3c2nc2ccccc23)cc1OC` gave RGS4 inhibitor 25%, Vif-A3F inh 0%, D2 antagonist 11, Glioma ERSR ind 3%, LDHA inh -3, D2 agonist -0.4, Vif-A3G inh 2%, ERG Ets-DNA blk 6% and ALOX12 inh 8%.
CNC(=O)Cn1nc(C)c(S(=O)(=O)N2CCOCC2)c1C was read as RGS4 inhibitor 7%, Vif-A3F inh 5%, Glioma ERSR ind -3%, LDHA inh -9, Vif-A3G inh 2%, ERG Ets-DNA blk 1% and ALOX12 inh -7%.
For CN1CCN(S(=O)(=O)c2cccc(C(=O)NCc3ccccc3Cl)c2)CC1 the results were RGS4 inhibitor -7%, Vif-A3F inh -10%, D2 antagonist -6, Glioma ERSR ind 1%, LDHA inh 0, D2 agonist -0.3, Vif-A3G inh 3%, ERG Ets-DNA blk 10% and ALOX12 inh 13%.
`Cc1ccc(/C=C2\SC(=S)N(CCC(=O)NNC(=O)c3cccc(O)c3)C2=O)cc1` gave RGS4 inhibitor 22%, Vif-A3F inh -5%, D2 antagonist 0, Glioma ERSR ind 2%, LDHA inh -8, D2 agonist -0.1, Vif-A3G inh -5%, ERG Ets-DNA blk 11% and ALOX12 inh -5%.
For CCc1cc(-c2n[nH]c(=S)n2Cc2ccccc2)cs1 the results were RGS4 inhibitor -4%, Vif-A3F inh -12%, D2 antagonist 0, Glioma ERSR ind -3%, LDHA inh -4, D2 agonist -0.3, Vif-A3G inh -1%, ERG Ets-DNA blk -14% and ALOX12 inh inconclusive.
Screening Cc1ccc(NC(=O)c2cc(=O)c3ccccc3o2)cc1S(=O)(=O)N1CCOCC1 returned RGS4 inhibitor -12%, Vif-A3F inh 1%, Glioma ERSR ind -4%, LDHA inh 0, Vif-A3G inh -6%, ERG Ets-DNA blk 18% and ALOX12 inh -15%.
Screening COC(=O)C1=Cc2cc(OC)cc([N+](=O)[O-])c2OC1N1CCOCC1 (configuration not stated) returned RGS4 inhibitor 2%, Vif-A3F inh -1%, D2 antagonist -7, Glioma ERSR ind -5%, LDHA inh 3, D2 agonist -0.4, Vif-A3G inh 1%, ERG Ets-DNA blk -3% and ALOX12 inh inconclusive.
`C=CCn1c(=O)c2c(nc3n2CCS3)n(C)c1=O` gave RGS4 inhibitor 4%, Vif-A3F inh -3%, D2 antagonist -23, Glioma ERSR ind 0%, LDHA inh -6, D2 agonist 0.4, Vif-A3G inh 1%, ERG Ets-DNA blk -5% and ALOX12 inh 19%.
